High-throughput results as filed in PubChem.
SUMO1-SIM PPI: modulators of human SUMO1-mediated protein-protein interactions; P63165; SUMO1 binding to a labelled peptide, TR-FRET, 1 h; inhibition, % at 20 µM; 360,000 compounds, 0.33% hits; in the data active = inhibition above about 37%
Target sequence (P63165 whole entry, looked up): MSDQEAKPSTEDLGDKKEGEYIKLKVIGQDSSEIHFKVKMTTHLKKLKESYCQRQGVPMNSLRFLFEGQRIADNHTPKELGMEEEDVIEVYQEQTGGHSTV
Scp-1 inhibitor: blocks human Scp-1 phosphatase activity | Q9GZU7 | Recombinant Scp1, phosphopeptide, malachite green phosphate absorbance | inhibition, % at 20 µM | 340,000 compounds, 0.88% hits | AID 493091;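 active = inhibition above about 50% at 20 µM, limit read from the data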;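 also: plate controls were DMSO wells with enzyme for no effect and wells lacking enzyme for full effect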
Target sequence (Q9GZU7 76-261 limits assumed): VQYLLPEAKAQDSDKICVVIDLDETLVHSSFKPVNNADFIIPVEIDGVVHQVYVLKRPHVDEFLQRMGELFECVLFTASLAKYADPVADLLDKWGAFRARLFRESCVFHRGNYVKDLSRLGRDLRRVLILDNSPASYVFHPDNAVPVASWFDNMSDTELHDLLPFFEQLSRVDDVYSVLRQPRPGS
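Test system: SCP-1 catalytic domain; Buffer or medium: Acidic Tris acetate buffer with magnesium and detergent; Also added: Phosphorylated 17-residue peptide substrate; Compound: single 20 µM dose, 1% DMSO; Schedule: enzyme reaction 45 min at room temperature, colour 5 min, stabilisation 30 min; Signal: Phosphate-binding colour reagent, absorbance read at 630 nm.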
MsrA inhibitor: bovine MsrA inhibition. purified bovine MsrA, absorbance read-out. inhibition, % at 15.5 µM. 360,000 compounds, 0.75% hits. AID 651718; in the data active = inhibition above about 4.5%;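 also: 0% = vehicle wells with enzyme and 100% = reference inhibitor wells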
NadD block: inhibitors of Staphylococcus aureus NadD; purified NadD enzyme, colorimetric absorbance read-out; inhibition, % at 20 µM; 360,000 compounds, 0.78% hits; AID 602399; in the data active = inhibition above about 26%; also: some compounds past the cut are filed as inactive
STEP inh: inhibitors of human striatal-enriched phosphatase STEP; inhibition, % at 20 µM; recombinant STEP, OMFP fluorogenic substrate, fluorescence; 360,000 compounds, 0.25% hits;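 active = inhibition at 20 µM, scaled per plate between control wells, above about 37%, limit read from the data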;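 also: 0% = DMSO with enzyme and substrate and 100% = substrate only without enzyme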
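Assay system: isolated STEP enzyme. Buffer or medium: pH 6.0 Bis-Tris with DTT and Tween 20. Also added: fluorogenic phosphatase substrate OMFP at 25 µM final. Dosing: 20 µM, 1% DMSO. Timing: 20 min reaction, room temperature, in the dark. Measured by: fluorescence intensity, excitation 480 nm, emission 540 nm. Evaluation: normalized % inhibition.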
CSN deneddyl inh: CSN deneddylation inhibition; 360,000 compounds, 0.38% hits; Purified CSN, SCF-Nedd8-OG deneddylation, fluorescence polarization; inhibition, % at 12.5 µM; Q92905;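 active = pattern-corrected inhibition above about 35%, with an unprinted fluorescence ratio check between 0.5 and 1.5, limit read from the data, passing the limit was not always enough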;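 also: 0% = enzyme with substrate and 100% = substrate without enzyme; some results filed as inactive read as strong as hits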
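Assay system: Purified human Csn5 enzyme expressed in HEK293T cells | Amount: Enzyme 0.24 nM | Measured by: Fluorescence polarization readout | Medium: Tris/NaCl/DTT buffer, pH 7.5 | Compound dosing: One concentration, 12.5 µM, 0.25% DMSO | Times: 90 min incubation of compound, enzyme and substrate at room temperature | Control set: no-enzyme wells high, enzyme-with-substrate wells low | Read-out: % inhibition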
DNMT1 block: blocks human DNA methyltransferase DNMT1 | AID 588458 | DNMT1 molecular beacon, Hinp1I cleavage, fluorescence | P26358 | inhibition (reported as % activation of signal), % at 10 µM | 360,000 compounds, 0.83% hits; in the data active = inhibition above about 50%
Rpn11 block: Rpn11 (human) deubiquitinase inhibition; O00487; human 26S proteasome, Ub4-pepOG fluorescence polarization; 20S core pre-blocked with epoxomicin; calls only at 20 µM; 360,000 compounds, 0.59% hits; AID 588493;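 active = inhibition at 20 µM, scaled to each plate's controls, above about 33%, limit read from the data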
Target sequence (O00487 whole entry, looked up): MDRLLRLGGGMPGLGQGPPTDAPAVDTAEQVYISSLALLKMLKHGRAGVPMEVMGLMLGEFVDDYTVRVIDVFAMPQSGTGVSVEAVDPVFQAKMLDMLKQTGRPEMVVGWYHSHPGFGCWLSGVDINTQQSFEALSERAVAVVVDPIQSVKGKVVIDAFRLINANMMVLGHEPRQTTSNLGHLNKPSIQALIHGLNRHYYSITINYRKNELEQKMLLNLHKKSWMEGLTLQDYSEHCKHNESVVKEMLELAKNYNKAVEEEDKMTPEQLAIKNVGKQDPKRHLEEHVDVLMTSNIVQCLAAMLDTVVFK
LMPTP block: blocks human LMPTP phosphatase; P24666; recombinant LMPTP-A, OMFP fluorogenic substrate, fluorescence intensity; inhibition, % at 20 µM; 360,000 compounds, 0.22% hits; AID 651560;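 active = compounds that cut the enzyme signal by at least half of the control window in the single-dose screen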;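 also: plate controls were DMSO wells with enzyme plus substrate for no effect and substrate without enzyme for full effect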
Target sequence (P24666 whole entry, looked up): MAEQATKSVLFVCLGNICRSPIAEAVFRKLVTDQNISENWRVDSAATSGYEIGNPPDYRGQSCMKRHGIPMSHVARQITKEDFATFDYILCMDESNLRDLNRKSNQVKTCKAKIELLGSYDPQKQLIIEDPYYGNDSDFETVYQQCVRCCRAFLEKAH
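Assay system: LMPTP-A phosphatase enzyme | Input: 0.625 nM enzyme | Also added: Fluorogenic phosphatase substrate OMFP at 400 µM final | Compound dosing: One test concentration per compound, 20 µM, with 3% DMSO overall | Schedule: 50 min enzyme reaction at room temperature, protected from light | Signal: Fluorescence intensity | Benchmarks: no-enzyme and uninhibited controls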
Tb MetRS inh: Trypanosoma brucei MetRS inhibition | purified T. brucei MetRS, ATP depletion, Kinase-Glo luminescence | 360,000 compounds, 0.4% hits | AID 624268 | inhibition, % at 11.9 µM;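 active = inhibition above a per-plate cutoff of the control wells' mean inhibition plus 3 SD, cut at about 5.5% in these data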;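 also: 0% = DMSO wells median and 100% = median of wells with control inhibitor compound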
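Test system – parasite MetRS enzyme · Reagent – substrates ATP, L-methionine and bulk Escherichia coli tRNA · Doses – 11.9 µM compound single dose, 0.9% DMSO · Times – 15 min enzyme-compound preincubation, 2 h reaction, 10 min detection, 25 °C · Signal – Kinase-Glo luminescence, ATP depletion format · Controls – DMSO-only wells as low control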
* hit, by the source's call; i = inactive; · = no result given.

cpd	Molecule	SUMO1-SIM PPI	Scp-1 inhibitor	MsrA inhibitor	NadD block	STEP inh	CSN deneddyl inh	DNMT1 block	Rpn11 block	LMPTP block	Tb MetRS inh
1	COCCCNC(=S)NNC(=O)c1ccccn1	0	-8	0.1	-10	0	10	2	i	-0.7	-0.2
2	COc1cc(/C=C(/C(=O)c2cccs2)c2nc3ccccc3[nH]2)cc(OC)c1O	-17	-2	5.5*	7	4	0	-16	i	1.3	0.4
3	CC(C)C[C@H](NC(=O)[C@H](Cc1ccccc1)n1c(=O)[nH]c2ccccc2c1=O)C(=O)N1CCC[C@@H]1C(=O)O	2	4	-0.8	7	0	-6	-3	i	-1.4	-1.5
4	CC1CN(S(=O)(=O)c2cccc(C(=O)Nc3ccccc3N3CCCCC3)c2)CC(C)O1 (configuration not stated)	-3	-1	0.4	0	0	2	-3	i	3.3	0.2
5	CC(=O)c1ccc(NC(=S)NC(=O)Cc2ccc(Cl)cc2)cc1	-7	-5	-1.0	4	1	-2	-1	i	0.7	-0.9
6	CN(C)CCCNc1nc2cc(-c3cccc(C(F)(F)F)c3)sc2c(=O)n1C	-87	·	-1.6	-6	1	4	-2	i	-6.9	-0.4
7	O=C(O)CCSSCCC(=O)O	3	-6	-0.5	5	1	5	0	i	-1.1	0.1
8	CC(=O)N1C(=O)C(=C2C=C(C)OC(C)=C2)c2ccccc21	-3	-3	0.4	8	-17	31	37	·	-2.6	-0.1
9	CCCc1[nH]nc2c1C(/C(C)=C/c1ccccc1)C(C#N)=C(N)O2 (configuration not stated)	-3	-6	-0.4	2	3	0	-16	i	0.5	-0.3
10	CCN1CCC2(CC1)C(C#N)=C(N)Oc1c2sc2nc(C)cc(C)c12	-1	-7	0.2	-1	-1	9	-12	i	1.9	-0.2
11	CC(C)n1nccc1NS(=O)(=O)c1ccccc1	3	-7	-0.1	7	0	-1	4	i	0.7	-0.5
12	Cc1ccc(Cc2c(-c3ccc(Br)cc3)nc3ccc(Cl)cn23)cc1	7	·	-0.2	17	-1	5	10	i	4.8	0.3
13	Cc1cccc(C(O)c2ncc(-c3ccccc3F)[nH]2)c1C (configuration not stated)	2	·	0.3	-1	-3	-6	-3	i	2.7	-0.4
14	Cc1cccc(NC(=O)NCCc2c[nH]c3ccccc23)c1	-1	0	-0.6	-9	3	3	2	i	1.6	-1.0
15	Cc1nc2nc(SCC(=O)O)nn2c(C)c1Cc1c(F)cccc1Cl	6	-4	-0.2	1	1	1	2	i	0.1	0.1
16	COCCN1C(=O)c2oc3ccccc3c(=O)c2C1c1cccc(O)c1 (configuration not stated)	1	-4	-0.3	0	1	2	-2	i	-0.7	-0.3
17	Cc1cc2c(cc1S(=O)(=O)Nc1c(C)cccc1C)n(C)c(=O)c(=O)n2C	3	-15	2.5	5	-1	-2	-2	i	0.8	-1.4
18	COc1c(S(=O)(=O)N2CCN(c3ccc(F)cc3)CC2)ccc(Cl)c1Cl	-6	-7	-0.7	5	0	-1	-4	i	2.8	0.0
19	Cc1cccc(C)c1N1C(=O)CC(Sc2ccccc2N)C1=O (configuration not stated)	-4	·	0.3	-2	1	-1	-2	i	-1.1	-0.1
20	COc1ccc(NC(=S)Nc2ccccc2F)c(OC)c1	1	3	0.3	2	3	-5	-1	i	-0.9	0.3
21	CC1(C)CC2CC(C)(CN2/C=C2/CCCCC2=O)C1 (configuration not stated)	0	-2	3.0	-1	-4	2	1	i	5.0	-0.8
22	CCCCn1c(SCC(N)=O)nc2ccc(N3CCOCC3)cc2c1=O	-2	-4	1.4	0	-2	-3	-9	i	0.1	0.4
23	CC(C)CCn1c(S(=O)(=O)O)nc2ccccc21	2	1	-0.7	-4	4	8	1	i	-1.3	-0.3
24	CC(C)(C)NC(=O)C(OC(=O)c1ccco1)c1ccc(Cl)cc1 (configuration not stated)	2	-12	-0.9	-1	-4	4	0	i	-0.8	-0.8
25	CCOc1cc(CNCCO)c(Cl)cc1OCC(=O)NCCc1ccccc1	3	2	1.5	7	1	-3	-4	i	-1.7	-0.6
26	NC(=O)C1CCN(CC(=O)Nc2ccc3c(c2)OCCO3)CC1	1	-5	0.3	4	3	2	-3	i	-1.0	-0.2
27	COc1ccc(CCn2c(C(C)C)nc3c(c(=O)c4ccccc4n3C)c2=O)cc1	11	59*	·	14	2	-1	-2	i	4.2	0.7
28	O=C(OC1CC2CC1[C@H]1CCCCN1C2=O)N1CCCCC1 (some centres not stated)	3	·	-2.0	0	·	-4	·	·	-0.9	-0.3
29	CC(C)(C)c1cc(CCC(=O)NNC(=O)c2ccco2)cc(C(C)(C)C)c1O	-2	-10	-0.9	-2	-4	-11	-1	i	-0.5	0.3
30	S=c1[nH]nc(NCCc2ccccc2)s1	4	2	-0.3	6	-2	2	2	i	-0.2	-0.2
31	O=C(CCN1C(=O)C2C3C=CC(C3)C2C1=O)Nc1ccc2ncccc2c1 (configuration not stated)	2	0	-1.0	0	-1	2	-1	i	1.5	0.1
32	COc1cc2c(C(=O)O)c(C)n(C)c2c2ccccc12	8	-10	3.2	-3	0	4	-2	i	-2.2	-0.5

Scp-1 inhibitor: what is marked active above
item	Structure	SUMO1-SIM PPI	Scp-1 inhibitor	MsrA inhibitor	NadD block	CSN deneddyl inh	DNMT1 block	Rpn11 block	LMPTP block	Tb MetRS inh
27	COc1ccc(CCn2c(C(C)C)nc3c(c(=O)c4ccccc4n3C)c2=O)cc1	11	59*	·	14	-1	-2	i	4.2	0.7

Further compounds
cpd	Molecule	SUMO1-SIM PPI	Scp-1 inhibitor	MsrA inhibitor	NadD block	STEP inh	CSN deneddyl inh	DNMT1 block	Rpn11 block	LMPTP block	Tb MetRS inh
33	O=c1c(Cc2c(F)cccc2Cl)c(O)ccn1CCc1ccccn1	0	6	0.3	2	-4	3	1	i	-0.3	0.6
34	CCCNC(=O)Nc1ccc(C(F)(F)F)cc1	-1	-7	-1.6	-4	-3	-1	-2	i	-0.8	-0.4
35	Cc1ccc(CN2C(=NC(=O)CCC(=O)O)SC3CS(=O)(=O)CC32)cc1 (configuration not stated)	-5	-2	-0.7	-6	-1	-1	1	i	-1.5	-0.5
36	O=C(NCCN1CCOCC1)c1ccc2c(c1)N(Cc1c(F)cccc1Cl)C(=O)c1ccccc1S2	2	1	0.3	-4	2	-3	-5	i	-0.8	-0.2
37	COC(=O)c1ccc2c(=O)[nH]c(CSc3nnc(C(F)(F)F)n3C)nc2c1	1	-2	1.1	-5	-4	-11	3	i	-1.7	-0.1
38	CSCC(=O)N1CCC(n2nccc2NC(=O)CCc2ccccc2)CC1	3	-1	0.1	3	0	-3	0	i	-0.7	-0.1
39	Cc1cc([N+](=O)[O-])ccc1NCc1ccc2ccccc2c1	-16	-10	1.1	-3	1	2	3	i	3.5	0.0
40	CCCCN(C(=O)c1[nH]c(C)c(C(=O)OCC)c1C)c1c(N)n(CCCC)c(=O)[nH]c1=O	-2	1	0.5	5	0	1	5	i	-1.0	-0.3

Brought forward from above: five compounds; new compounds follow.
cpd	Molecule	SUMO1-SIM PPI	Scp-1 inhibitor	MsrA inhibitor	NadD block	STEP inh	CSN deneddyl inh	DNMT1 block	Rpn11 block	LMPTP block	Tb MetRS inh
36	O=C(NCCN1CCOCC1)c1ccc2c(c1)N(Cc1c(F)cccc1Cl)C(=O)c1ccccc1S2	2	1	0.3	-4	2	-3	-5	i	-0.8	-0.2
37	COC(=O)c1ccc2c(=O)[nH]c(CSc3nnc(C(F)(F)F)n3C)nc2c1	1	-2	1.1	-5	-4	-11	3	i	-1.7	-0.1
38	CSCC(=O)N1CCC(n2nccc2NC(=O)CCc2ccccc2)CC1	3	-1	0.1	3	0	-3	0	i	-0.7	-0.1
39	Cc1cc([N+](=O)[O-])ccc1NCc1ccc2ccccc2c1	-16	-10	1.1	-3	1	2	3	i	3.5	0.0
40	CCCCN(C(=O)c1[nH]c(C)c(C(=O)OCC)c1C)c1c(N)n(CCCC)c(=O)[nH]c1=O	-2	1	0.5	5	0	1	5	i	-1.0	-0.3
41	COc1ccc(C(O)C(CC(=O)NCCCOC(C)C)C(=O)NCCCOC(C)C)cc1OC (configuration not stated)	-2	-7	-0.2	-3	-5	-7	1	i	-1.5	-0.1
42	COC(=O)Cc1n[nH]c(=O)c2ccccc12	1	-7	-0.7	-2	8	-2	-3	i	-1.5	-0.2
43	CC(=NCCc1ccccc1)C1=C(O)COC1=O	1	4	0.1	-5	-2	6	8	i	-0.8	-1.2
44	O=C(CSc1ccccn1)N1CCN(c2cccc(Cl)c2)CC1	8	-4	0.7	0	-5	-1	2	i	0.7	0.2
45	O=C(NCCCN1CCOCC1)c1ccc2ccccc2c1	-6	-5	-0.6	-1	-1	2	3	i	-9.2	-0.5
46	NNc1cccc(C=Cc2ccccc2)cc1=O	12	-10	1.8	33*	2	25	75*	i	31	-0.1
47	CCOc1ccc(NC(=O)CN(C)CC(=O)Nc2ccc(Br)cc2F)cc1OCC	6	0	0.6	-5	-2	-9	0	i	-0.7	-0.2
48	C=CCNC(=O)N1C2=NC(C(=O)OC)=C(C(=O)OC)[C@@H]3N(Cc4ccccc4)c4ccccc4[C@]23C[C@H]1C(=O)OC	-1	-11	-0.7	8	0	-4	-3	i	1.5	-0.3
49	COc1ccc2nc(-c3ccccc3)cc(C(=O)N3CCC3)c2c1	-25	-2	1.3	7	0	-4	-21	i	-4.4	0.5
50	CC1CN(C(=O)c2ccc(-c3cccc(C(F)(F)F)c3)o2)CC(C)O1 (configuration not stated)	-4	-1	0.2	-6	3	-2	3	i	0.7	-0.3
51	CCN(CC)P(=O)(Nc1cccc(C(F)(F)F)c1)c1ccc(N(C)C)cc1NC(=O)c1ccco1 (configuration not stated)	5	4	0.4	12	0	-4	-3	i	9.0	-0.3
52	O=C(CCc1ccc(S(=O)(=O)NCc2ccccc2)cc1)NCC1CCCO1 (configuration not stated)	-1	-2	-0.8	-5	4	-15	-1	i	-0.8	-0.1
53	Clc1ccc2nc(CN3CCCCCC3)cn2c1	0	-25	0.7	-2	-5	-3	-2	i	-1.3	-1.3

Compounds were not picked by outcome. About 3.9% of those tested had a hit in this group.
